Source: PubChem (several laboratories)
GPR35 antagonists – GPR35 antagonists blocking zaprinast-driven arrestin recruitment, primary screen, imaging, U2OS, beta-arrestin-GFP, zaprinast agonist (AID 2058); U2OS GPR35 beta-arrestin-GFP translocation imaging, zaprinast antagonism; higher % means a stronger effect; one-dose inhibition, % at 10 µM; IC50 in µM for titrated hits; actives 0.052% (n = 290,000);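 active means inhibition of at least 50% with at least 30 cells and total cytoplasm GFP at most 10,000,000; inconclusive means under 30 cells or total GFP of 10,000,000 plus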
GPR55 activation – GPR55 agonists via beta-arrestin recruitment, primary screen, imaging, U2OS cells, beta-arrestin-GFP redistribution (AID 1961) | U2OS GPR55 beta-arrestin-GFP redistribution imaging; higher % means a stronger effect | activation, % at 10 µM; hits with a dose series show EC50 in µM | actives 0.048% (n = 290,000);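 active means activation above 40% with more than 50 cells counted in the well; inconclusive means wells holding fewer than 50 cells, flagged as toxic or sparse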;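 further: U2OS osteosarcoma cells stably expressing GPR55 and beta-arrestin-GFP; plate controls were DMSO negative control for no effect and LPI positive control for full effect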
NOD1 NF-kB reporter – NOD1 signaling inhibitors, primary screen, cell-based, luminescence, uHTS (AID 1578); NOD1-driven NF-kB luciferase reporter cells, luminescence; higher % means a stronger effect; inhibition, % at 4 µM, or EC50 in µM where a hit was titrated; actives 1% (n = 290,000); in the data active means inhibition mostly above about 36%, no sharp cut-off; inactive means mostly below about 34%;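 further: HEK-293T reporter cells stimulated with the NOD1 agonist gamma-tri-DAP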
HIV peptide binding – inhibitors of HIV fusion peptide binding, primary screen, biochemical, uHTS, fluorescence dequenching (AID 1986); one-dose inhibition, % at 20 µM; IC50 in µM for titrated hits; actives 0.3% (n = 290,000); cell-free peptide binding, fluorescence dequenching, 30 min; higher % means a stronger effect; in the data active means inhibition mostly above about 52%, no sharp cut-off; inactive means mostly below about 76%; further: some results filed as inactive read as strong as hits
KOR beta-arrestin-1 – KOR agonists, beta-arrestin recruitment, primary screen, cell-based, luminescence, uHTS (AID 1777); KOR beta-arrestin recruitment, luminescence; higher % means a stronger effect; one-dose activation, % at 10 µM; EC50 in µM for titrated hits; actives 0.02% (n = 280,000); in the data active means activation above about 50%, passing the limit was not always enough; further: a part of the inactive calls stands beside numbers as strong as those of hits
GPR55 antagonists – GPR55 antagonists blocking LPI-driven arrestin recruitment, primary screen, imaging, U2OS, beta-arrestin-GFP, LPI agonist (AID 2013); U2OS GPR55 beta-arrestin-GFP translocation imaging, LPI antagonism; higher % means a stronger effect; inhibition, % at 10 µM, or IC50 in µM where a hit was titrated; actives 0.13% (n = 290,000);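 active means spots per cell inhibited over 60%, with over 100 cells counted and total cytoplasm intensity under 500,000; inconclusive means wells with under 100 cells, flagged as likely toxic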;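 further: U2OS cells stably carrying GPR55 and arrestin-GFP stimulated by 5 µM LPI near EC80; imaged beta-arrestin-GFP aggregate spots per cell after agonist stimulation; plate controls were LPI-stimulated DMSO wells for no effect and DMSO wells without LPI for full effect; some results filed as inactive read as strong as hits; confirmed hits need IC50 under 10 µM and bright autofluorescent wells are also inconclusive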
HEK293 NOD2/NF-kB – NOD2 signaling inhibitors, cell-based, luminescence, uHTS, HEK293 (AID 1566); HEK293 NOD2/NF-kB luciferase reporter, luminescence; higher % means a stronger effect; inhibition, % at 4 µM, or EC50 in µM where a hit was titrated; actives 0.63% (n = 290,000); further: many of its hits are not listed in these tables
KOR beta-arrestin-2 – kappa opioid receptor blockers – cell-based, luminescence, uHTS (AID 1778); KOR beta-arrestin recruitment, luminescence, antagonist mode; higher % means a stronger effect; one-dose inhibition, % at 10 µM; IC50 in µM for titrated hits; actives 0.091% (n = 290,000); further: strong numbers were not always called active
Myeloid diff MLP – promotes myeloid progenitor differentiation. ER-HoxA9 myeloid progenitors, lysozyme-GFP differentiation, flow cytometry. actives 1% (n = 360,000). calls only at 10 µM;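 active means normalized GFP-positive differentiation at or above the plate's own cutoff, the solvent-only control mean plus 3 SD; inconclusive means no clear call, values can overlap the other calls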;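 further: cells exposed to compound for four days before flow analysis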
Myeloid diff MLP GFP+ MAC1+ % – further read-out of Myeloid diff MLP, marked with its call; GFP+ MAC1+ double positive, %; measured here: differentiation confirmed by MAC1 staining
* hit, by the source's call; i = inactive; ? = inconclusive; nt = not tested or not shown; [ ] = remark or other dose. Unless noted, no stated cut-off is given here; in the data, active means inhibition above about 50%; inactive means the rest. A portion of the library; rates above refer to the full screens.

Start of the listing, in advance (6 entries):
SMILES	GPR35 antagonists	GPR55 activation	NOD1 NF-kB reporter	HIV peptide binding	KOR beta-arrestin-1	GPR55 antagonists	HEK293 NOD2/NF-kB	KOR beta-arrestin-2	Myeloid diff MLP	Myeloid diff MLP GFP+ MAC1+ %
Cc1cc(-c2ccccc2)n(-c2ccc(C(=O)N3CCN(c4ncccn4)CC3)cc2)n1	-3%	-0.1%	-17%	-2.4%	-0.4%	27%	2%	14%	i	4.9
COCc1nnc(NC(=O)CC(C)c2ccccc2)s1 (stereo unspecified)	13%	-0.2%	-17%	-0.3%	0.0%	6%	-3%	8%	i	0.9
CCOC(=O)C1(Cc2ccccc2Cl)CCN(S(=O)(=O)N(C)C)CC1	-11%	-0.3%	6%	0.8%	3.7%	6%	-3%	7%	i	0.1
COc1cc(/C=C(\C#N)C(=O)c2c[nH]c3ccccc23)cc(OC)c1O	0%	-0.3%	-46%	63%*	-5.7%	8%	-11%	8%	i	0.5
COc1ccc(C)cc1-n1c(C)cc(C=O)c1C	4%	-0.3%	4%	-2.1%	-0.1%	16%	-7%	33%	i	0.6
COc1ccc(N2C(=O)CC(NC3CCCCNC3=O)C2=O)cc1 (stereo unspecified)	1%	-0.1%	-9%	0.9%	-4.3%	-4%	8%	-11%	i	0.8

The whole of this part, previewed entries included:
SMILES	GPR35 antagonists	GPR55 activation	NOD1 NF-kB reporter	HIV peptide binding	KOR beta-arrestin-1	GPR55 antagonists	HEK293 NOD2/NF-kB	KOR beta-arrestin-2	Myeloid diff MLP	Myeloid diff MLP GFP+ MAC1+ %
Cc1cc(-c2ccccc2)n(-c2ccc(C(=O)N3CCN(c4ncccn4)CC3)cc2)n1	-3%	-0.1%	-17%	-2.4%	-0.4%	27%	2%	14%	i	4.9
COCc1nnc(NC(=O)CC(C)c2ccccc2)s1 (stereo unspecified)	13%	-0.2%	-17%	-0.3%	0.0%	6%	-3%	8%	i	0.9
CCOC(=O)C1(Cc2ccccc2Cl)CCN(S(=O)(=O)N(C)C)CC1	-11%	-0.3%	6%	0.8%	3.7%	6%	-3%	7%	i	0.1
COc1cc(/C=C(\C#N)C(=O)c2c[nH]c3ccccc23)cc(OC)c1O	0%	-0.3%	-46%	63%*	-5.7%	8%	-11%	8%	i	0.5
COc1ccc(C)cc1-n1c(C)cc(C=O)c1C	4%	-0.3%	4%	-2.1%	-0.1%	16%	-7%	33%	i	0.6
COc1ccc(N2C(=O)CC(NC3CCCCNC3=O)C2=O)cc1 (stereo unspecified)	1%	-0.1%	-9%	0.9%	-4.3%	-4%	8%	-11%	i	0.8
N#C/C(=C\c1ccc(Cl)cc1)c1nc2ncccc2[nH]1	0%	-0.1%	-10%	1.4%	3.4%	-20%	-42%	-11%	i	1.1
COc1cc(C2c3c(oc4ccc(C)cc4c3=O)C(=O)N2c2cc(C)ccn2)cc(OC)c1OC (stereo unspecified)	13%	-0.2%	-11%	-2.2%	-2.7%	18%	6%	2%	nt	nt
CCCCCCC1CCC(C(=O)N2CCOCC2)CC1 (stereo unspecified)	13%	-0.1%	-55%	0.1%	7.8%	-8%	-32%	-69%	i	0.1
O=C(CSc1nnc(SCc2ccc(Cl)cc2)s1)N/N=C/c1ccccc1Cl	-8%	-0.2%	-27%	-2.2%	3.0%	0%	-58%	3%	i	0.6
CCOC(=O)N1CCC(=NNS(=O)(=O)c2cccc([N+](=O)[O-])c2)CC1	9%	0.0%	42%	-0.7%	12%	4%	-2%	-3%	i	1.2
CCCS(=O)(=O)Nc1cccc(-c2ccc3nnc(C)n3n2)c1	-1%	0.5%	-39%	-0.3%	-2.0%	-7%	1%	-6%	i	0.2
COc1cc(Nc2c3c(nc4ccccc24)CCCC3)cc(OC)c1OC	0%	-0.3%	-20%	0.2%	2.6%	7%	-44%	-43%	i	0.2
COc1ccc(NC(=O)CS(=O)CC(=O)Nc2cccnc2)cc1 (stereo unspecified)	-20%	-0.2%	-10%	-0.8%	-0.7%	-8%	6%	8%	i	0.4
CC(NC(=O)COc1ccc(Br)cc1)C(=O)O (stereo unspecified)	12%	0.2%	nt	-1.5%	1.2%	-4%	6%	-32%	i	8.1
CN(C)S(=O)(=O)n1cc(/C=C(\NC(=O)c2ccccc2Cl)C(=O)N2CCCC2)c2ccccc21	0%	-0.2%	-12%	0.5%	-1.2%	-4%	34%	-29%	i	0.4
Cc1ccc(OCc2cc(C(=O)NC3CCCCC3)no2)cn1	-24%	-0.1%	nt	0.8%	6.3%	-15%	nt	-24%	?	nt
COc1cc(CNCCc2ccccc2)cc(Cl)c1OCc1ccccc1	-6%	0.1%	8%	-2.1%	4.4%	28%	-6%	-142%	i	0.3
CCCCn1nnc(NC(=O)CCC)n1	-5%	0.3%	-12%	0.8%	-0.7%	-8%	8%	-30%	i	2.4
O=S(=O)(N/N=C\c1c(F)cccc1Cl)c1ccc(Cl)cc1	18%	0.0%	0%	-1.6%	0.0%	-3%	16%	-14%	i	1.2
CCOc1ccc(C(C)=O)cc1CSc1nnc(-c2cccs2)n1CC1CCCO1 (stereo unspecified)	-10%	0.2%	7%	-2.1%	0.0%	4%	5%	9%	i	2.4
O=C(c1ccccc1)N1CCOC12CCN(c1ncc(C(F)(F)F)cc1Cl)CC2	-1%	0.0%	9%	-2.7%	0.0%	-2%	8%	-8%	i	0.3
CNS(=O)(=O)c1cccc(C(=O)OCC(=O)Nc2ccc(Cl)cc2F)c1	6%	0.3%	-1%	0.3%	-1.5%	2%	13%	24%	i	1.2
CCOC(=O)NNc1ccc2nonc2c1[N+](=O)[O-]	10%	0.2%	-4%	13%	0.9%	4%	17%	6%	nt	nt
CCC(C)N(CCNC(=O)c1ccc2c(c1)NC(=O)c1ccccc1S2)C1CCCCC1 (stereo unspecified)	10%	0.5%	4%	2.5%	-2.7%	29%	2%	47%	i	1.7

The listing continues:
SMILES	GPR35 antagonists	GPR55 activation	NOD1 NF-kB reporter	HIV peptide binding	KOR beta-arrestin-1	GPR55 antagonists	HEK293 NOD2/NF-kB	KOR beta-arrestin-2	Myeloid diff MLP	Myeloid diff MLP GFP+ MAC1+ %
Cc1cc(NC(=O)c2ccco2)ccc1NC(=O)Cc1cccs1	4%	0.6%	-1%	1.5%	4.6%	-5%	-5%	-50%	i	0.6
COc1cccc(NS(=O)(=O)c2ccc3c(c2)C2C=CCC2C(c2ccc(C(=O)O)cc2)N3)c1 (stereo unspecified)	-1%	0.2%	-16%	12µM*	2.0%	1%	9%	-48%	i	0.6
COC(=O)c1scc2c(Oc3ccccc3)cc(C(F)(F)F)nc12	13%	0.4%	-12%	-0.9%	-1.8%	4%	10%	11%	nt	nt
COc1ccc(OCCSc2nnc(Cc3cccc4ccccc34)n2N)cc1	21%	0.1%	31%	-4.4%	3.6%	12%	-5%	11%	i	0.2
O=C(NCCc1ccccc1)C1=CCN(S(=O)(=O)c2ccccc2)CC1	-1%	-0.2%	-11%	1.5%	2.1%	1%	-6%	-34%	i	2.6
CCCc1cc(=O)[nH]c(SCC(=O)N2CCN(S(=O)(=O)c3ccc(C)cc3C)CC2)n1	4%	1.4%	5%	3.4%	2.2%	16%	16%	-16%	i	0.6
CC(=O)c1ccc(OCc2cc(C(=O)N3CCCCCCC3)no2)cc1	-2%	-0.1%	-7%	0.9%	3.4%	-14%	15%	-46%	?	nt
COCCCNC(=O)c1cc(-c2cccnc2)nc2ccc(S(=O)(=O)N3CCCCCC3)cc12	10%	0.8%	-16%	0.2%	1.6%	-12%	10%	-35%	i	0.9
Cc1ccc(-n2nc(C)c(C3(O)C(=O)N(C(C)C)c4ccccc43)c2N)cc1 (stereo unspecified)	-10%	0.2%	-2%	-0.1%	-0.8%	9%	0%	-38%	i	0.5
CCC1=Nc2cc(C(=O)O)ccc2Sc2ccccc21	-6%	0.2%	-28%	6.0%	0.5%	10%	9%	-30%	i	1.0
CCOCCCNC(=O)c1ccc2nc(-c3ccc(OC)c(OC)c3)c(-c3ccc(OC)c(OC)c3)nc2c1	4%	0.4%	-1%	-1.6%	-2.0%	19%	26%	-36%	i	0.3
CCOc1ccccc1NC(=O)CCCn1cc([N+](=O)[O-])cn1	-4%	-0.4%	-34%	-1.8%	-4.6%	5%	13%	-5%	i	0.2
COc1ccc2oc(CS(=O)c3ccccc3)c(C(=O)O)c2c1 (stereo unspecified)	3%	0.2%	-2%	-0.1%	8.0%	3%	6%	-40%[20 µM]	i	0.5
CCOC(=O)c1cnc(COc2ccccc2Cl)[nH]c1=O	8%	0.0%	-5%	1.5%	2.5%	-1%	21%	15%	i	0.3
O=C(O)c1ccc(S(=O)(=O)Nc2ccc(F)c(Cl)c2)cc1	-12%	-0.1%	-17%	0.3%	-4.0%	0%	6%	25%	i	1.0
Clc1ccc(OCCCNCc2ccccc2)c2ccccc12	6%	-0.2%	-14%	-0.8%	2.8%	21%	9%	-126%[20 µM]	i	1.1
Cc1ccc(S(=O)(=O)NCCC(=O)NCc2ccccc2)cc1	13%	-0.1%	12%	1.6%	2.2%	11%	5%	-13%	i	0.6
O=C(O)c1cc2c(=O)c3ccccc3oc2nc1C(F)(F)F	-2%	0.0%	-7%	1.0%	-4.2%	21%	10%	8%	i	0.4
O=c1[nH]nc(Cc2ccc(-c3cccc(Cl)c3)o2)c2ccccc12	2%	0.0%	16%	0.8%	-4.3%	7%	24%	3%	i	0.4
COc1ccc(S(=O)(=O)NC(C)C(=O)N2CCCCCC2)cc1 (stereo unspecified)	-1%	0.3%	5%	-1.3%	-1.2%	-19%	-6%	-14%	i	0.4
Cc1ccccc1C(=O)NNC(=S)NC(=O)COc1ccccc1	-8%	0.0%	0%	2.0%	-3.7%	6%	22%	-18%	nt	nt
CCN(CC(=O)NCc1cccs1)C(=O)c1ccc(S(=O)(=O)N(C)C)cc1	-13%	0.5%	-30%	0.5%	-3.6%	14%	3%	14%	i	0.3
CC(=O)n1cc([C@H]2C=C(C(=O)N3CCN(Cc4ccccc4)CC3)O[C@@H](OCCCCO)C2)c2ccccc21	-2%	0.1%	-40%	2.0%	-5.8%	8%	3%	-3%	i	0.1
O=C(COC(=O)CCCNC(=O)c1ccc(Cl)cc1)NCc1ccccc1Cl	11%	0.3%	-6%	-1.5%	-2.5%	-4%	5%	-2%	i	3.3
CN(C(=O)C1CCOC1)c1nnc(-c2cnccn2)s1 (stereo unspecified)	-8%	-0.2%	-8%	18%	-2.4%	-7%	-2%	7%	i	0.6
